Assay outcomes deposited in PubChem BioAssay by several laboratories.
AGP1-GFP MLPCN: modulators of TOR pathway AGP1-GFP in S. cerevisiae; S. cerevisiae AGP1-GFP multiplex flow cytometry, 3 h; GFP as percent of DMSO wells; GFP response vs DMSO, % at 10 µM; hit rate 0.02% among 320,000; AID 2066;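 active = GFP response relative to DMSO above a set limit, near screen average plus 3 SD, cut at about 150% in these data; inconclusive = fewer than 70 cells counted for the yeast strain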;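 note: median GFP channel fluorescence of the gated AGP1 strain per well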
RPL19A-GFP yeast: yeast TOR pathway RPL19A-GFP modulation | S. cerevisiae RPL19A-GFP strain, flow cytometry, 3 h; stronger effect = lower value | percent response vs DMSO, % at 10 µM | hit rate 0.3% among 330,000;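 active = percent response vs DMSO below 50%; inconclusive = fewer than 70 events counted for the yeast strain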;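 note: median channel GFP fluorescence of the barcoded RPL19A-GFP strain; ratio of sample median GFP to plate DMSO average so 100% = DMSO; lower means less RPL19A-GFP as with rapamycin TOR inhibition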
AHR activator: activators of human aryl hydrocarbon receptor; P35869; AHR-responsive luciferase reporter cells, luminescence; activation, % at 5 µM; hit rate 2.5% among 320,000; AID 2796; in the data active = activation above about 47%;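 note: 0% = vehicle wells and 100% = reference agonist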
Target sequence (P35869 whole entry, looked up): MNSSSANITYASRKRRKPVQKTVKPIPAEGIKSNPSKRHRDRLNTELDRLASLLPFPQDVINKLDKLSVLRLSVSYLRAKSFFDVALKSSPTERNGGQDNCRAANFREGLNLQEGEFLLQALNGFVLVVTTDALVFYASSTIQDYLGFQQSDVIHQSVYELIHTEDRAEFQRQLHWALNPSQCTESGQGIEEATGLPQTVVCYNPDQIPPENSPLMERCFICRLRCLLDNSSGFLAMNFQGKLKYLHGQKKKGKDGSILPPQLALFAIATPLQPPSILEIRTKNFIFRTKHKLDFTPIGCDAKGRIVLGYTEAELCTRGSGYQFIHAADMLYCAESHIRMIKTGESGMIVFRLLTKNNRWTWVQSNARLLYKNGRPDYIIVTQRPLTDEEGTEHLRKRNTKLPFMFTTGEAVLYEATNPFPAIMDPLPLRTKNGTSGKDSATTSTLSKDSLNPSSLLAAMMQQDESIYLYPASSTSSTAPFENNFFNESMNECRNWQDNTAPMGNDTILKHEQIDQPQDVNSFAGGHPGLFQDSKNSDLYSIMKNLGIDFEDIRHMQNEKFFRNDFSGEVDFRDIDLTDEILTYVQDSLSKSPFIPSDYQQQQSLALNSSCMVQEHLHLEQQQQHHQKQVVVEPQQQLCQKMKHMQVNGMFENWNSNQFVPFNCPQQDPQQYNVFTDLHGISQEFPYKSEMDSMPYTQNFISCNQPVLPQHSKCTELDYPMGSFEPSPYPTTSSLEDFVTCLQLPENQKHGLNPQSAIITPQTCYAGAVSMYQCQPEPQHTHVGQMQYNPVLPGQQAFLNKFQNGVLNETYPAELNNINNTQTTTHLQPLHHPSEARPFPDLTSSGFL
CIT2-GFP yeast: modulators of TOR pathway CIT2-GFP in S. cerevisiae. S. cerevisiae CIT2-GFP strain, flow cytometry, 3 h; 100 means same as DMSO wells. AID 2029. GFP response vs DMSO, % at 10 µM. hit rate 0.065% among 320,000;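 active = GFP response relative to DMSO above a set limit, near the screen mean plus 3 SD, cut at about 150% in these data; inconclusive = Fewer than 70 cells measured for a yeast strain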;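 note: ratio of well median GFP fluorescence to mean of DMSO wells on the plate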
MEP2 TOR yeast: yeast TOR pathway MEP2-GFP modulation; S. cerevisiae MEP2-GFP strain, flow cytometry GFP, 3 h; 100% = DMSO control level; GFP response vs DMSO, % at 10 µM; hit rate 0.51% among 330,000;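 active = GFP response versus DMSO above a set limit, roughly screen mean plus 3 SD, cut at about 180% in these data; inconclusive = fewer than 70 cells counted for a yeast strain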;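 note: median GFP fluorescence of the barcode-gated MEP2-GFP cells per well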
LAP4 TOR yeast: yeast TOR pathway LAP4-GFP modulation; S. cerevisiae LAP4-GFP multiplex, flow cytometry GFP, 3 h; median GFP as percent of DMSO wells; GFP response vs DMSO, % at 10 µM; hit rate 0.34% among 320,000;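 active = GFP response vs DMSO above a set limit, about the screen mean plus 3 SD, cut at about 150% in these data; inconclusive = under 70 cell events counted for the yeast strain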
Efflux pump mplx: antifungal efflux pump inhibition, Nile Red retention. hit rate 0.44% among 330,000. inhibition, % at 10 µM. S. cerevisiae Candida pump triplex;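 active = plate passing quality check with inhibition over a set limit, or well fluorescence over plate mean plus 4 SD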;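 note: Nile Red retained in pooled yeast measured as flow cytometry median fluorescence; 0% = buffer negative control and 100% = Enniatin B positive control; higher means more Nile Red kept so more efflux inhibition; some compounds called inactive have numbers as strong as hits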
CR mimetic SO: caloric restriction mimetics inhibiting age-related superoxide in yeast. S. cerevisiae aged cells, superoxide DHE fluorescence; stronger effect = lower value. superoxide response (% of plate mean), % at 10 µM. hit rate 0.18% among 330,000. AID 2690;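 active = superoxide response under a set limit, about three screen SD below normal, cut at about 65% in these data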;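 note: yeast aged for seven days with compound at 30 °C before DHE staining; 100% = average MFI of all compound-treated wells on the plate with controls excluded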
* hit, by the source's call; ? = inconclusive; . = no result given; [ ] = remark or other dose. The order is random. About 3.9% of those tested had a hit in this group.

Results follow in this order: AGP1-GFP MLPCN	RPL19A-GFP yeast	AHR activator	CIT2-GFP yeast	MEP2 TOR yeast	LAP4 TOR yeast	Efflux pump mplx	CR mimetic SO
1) Cc1ccc(N(CC(=O)NC2CCCCC2)C(=O)CNC(=O)c2ccco2)cc1F
    97	101	0	103	105	90	-0.1	116
2) Cc1cccc(OCC(=O)N/N=C/c2ccc3c(c2)OCO3)c1
    97	100	19	86	95	106	0.1	96
3) Cc1ccc(NS(=O)(=O)c2ccc(C)c(C(=O)NCC(c3ccccc3)N(C)C)c2)cc1 (configuration not stated)
    96	94	0	94	96	95	0.2	119
4) CS(=O)(=O)N1CCC(C(=O)Nc2ccccc2Cl)CC1
    105	108	.	108	110	97	0.0	99
5) O=C(Nc1ccccc1)c1ccc(Br)o1
    79	96	4	73	98	126	0.0	95
6) Cc1ccc2c(Cl)cc(Cl)c(OCC(=O)N(C(C)C)C(C)C)c2n1
    89	99	5	108	95	85	-0.1	115
7) COC(=O)c1sc(S(=O)(=O)Nc2ccc3cn[nH]c3c2)c(C(=O)OC)c1C
    104	103	17	102	107	95	0.0	110
8) O=C(COC(=O)Cn1cnc2ccccc21)Nc1cc(S(=O)(=O)N2CCOCC2)ccc1Cl
    104	93	-2	108	99	100	-0.1	104
9) O=C(c1ccc2c(c1)OCCO2)C1CCN(C(=O)c2ccc(F)cc2)CC1
    90	100	1	100	105	101	0.0	114
10) COc1cccc(OCc2cc(/C=N/n3cncn3)ccc2OC)c1
    93	94	6	90	92	107	0.2	85
11) COc1ccc(N2CCN(C3CC(=O)N(C)C3=O)CC2)cc1 (configuration not stated)
    .	90	-2	98	85	101	0.0	88
12) Cc1ccc(SCC(=O)OCC(=O)NCCc2ccc(S(N)(=O)=O)cc2)c(C)c1
    109	107	2	125	110	96	0.0	98
13) COc1ccc(CCNC(=O)c2nnn(CC(=O)Nc3c(C)cc(C)cc3C)c2N)cc1OC
    92	92	3	104	92	82	0.1	69
14) ClCc1nnc(-c2ccccc2)o1
    101	103	-3	100	105	97	-0.1	120
15) Cc1ccc(S(=O)(=O)NC(=O)Nc2cccc(S(=O)(=O)N(C)C)c2)cc1
    97	95	0	92	93	91	-0.1	106
16) COc1ccc(-c2nnc(CSc3nc4ccccc4c(=O)n3C)o2)cc1OC
    99	98	11	96	103	118	0.5	103
17) Cc1ccc(N2C(=O)c3ccc(C(=O)N4CCN(c5ccccc5F)CC4)cc3C2=O)cc1
    81	92	2	80	91	88	-0.2	125
18) Cc1nn(C)c(N)c1[N+](=O)[O-]
    105	98	-2	99	96	110	-0.1	92
19) CCc1ccccc1NC(=O)C(Cc1cccc(OC)c1OC)c1nn[nH]n1 (configuration not stated)
    106	100	-1	102	107	101	0.1	102
20) Cc1cc(NC(=O)CSCC(=O)OCC(=O)c2cccc(Br)c2)no1
    103	97	5	104	97	103	0.4	113
21) Cc1cc(C)cc(NC(=O)COC(=O)CC2CCCC2)c1
    106	104	1	99	96	105	0.0	109
22) CCCNC(=O)Cc1c(O)c2ccccc2[nH]c1=O
    ?	98	3	103[may fluoresce red]	?	120	0.1	100
23) COCCN=c1scc(-c2ccccc2)n1/N=C/c1c[nH]c2ccccc12
    87	97	55*	92	102	108	0.2	103
24) Cc1nnc2n(Cc3ccccc3)c(=O)c3c4c(sc3n12)COC(C(C)C)C4 (configuration not stated)
    100	86	6	97	107	93	0.0	108
25) O=C(Nc1cccc(Cl)c1N1CCCC1)c1cccc(-c2cc3ccccc3oc2=O)c1
    105	106	8	108	105	104	-0.1	86
26) Cc1ccc(S(=O)(=O)N(C)C[C@@H]2Oc3c(NC(=O)C4CC4)cccc3C(=O)N([C@@H](C)CO)C[C@@H]2C)cc1
    90	88	1	88	92	85	0.1	102
27) Cc1cc(Nc2n[nH]c(N)c2C#N)ccc1F
    105	106	1	110	111	94	0.0	102
28) O=S(=O)(c1ccc(Oc2ccc(Br)cc2)cc1)N1CCOCC1
    102	101	3	90	104	95	0.2	103
29) Cc1ccc(OCCCCn2c(CO)nc3ccccc32)cc1
    95	96	-2	95	97	91	0.1	110
30) CCCc1cc(=O)oc2cc(OCC(=O)NCCCn3ccnc3)ccc12
    97	97	30	108	100	91	0.0	88
31) Cc1ccccc1OCC(=O)NNC(=O)c1ccc2c(=O)n3c(nc2c1)CCC3
    94	89	4	97	95	98	0.0	106
32) Cc1ccc(CNC(=O)C(C(=O)NCc2ccc(C)o2)c2ncc(C(F)(F)F)cc2Cl)o1
    100	96	2	94	92	105	-0.1	88
33) O=C1CCC(=O)N1c1ccccc1OS(=O)(=O)c1ccccc1
    101	106	-1	102	98	107	0.0	93
34) CCOc1ccc(NC(=O)CCSc2nnc(C)s2)cc1
    100	97	0	101	109	99	0.1	83
35) S=C(Nc1ccc(Br)cc1Cl)Nn1cnnc1
    91	94	4	99	91	87	-0.1	104
36) O=C1CCCc2c1nc(-c1ccccc1F)n2O
    100	98	-1	95	98	109	0.0	91
37) COc1ccc(NC(=O)c2cncc(Br)c2)cc1S(=O)(=O)N1CCCCC1
    121	99	32	88	96	106	-0.1	93
38) O=C1OCC/C1=C\OCCCO/C=C1\CCOC1=O
    98	103	7	102	105	96	-0.2	88
39) CCOc1ccccc1CN1CCN(S(C)(=O)=O)CC1
    109	101	6	110	109	93	-0.1	102
40) Cc1nc(NC(=O)c2ccc(-c3cc4ccccc4oc3=O)cc2)ccc1Br
    98	100	0	103	107	100	0.0	96
41) COc1ccccc1N1CCN(C(=O)CSc2nc3ccccc3o2)CC1
    101	100	9	105	107	107	0.0	74
42) Cc1csc(SCC(=O)c2ccc(S(=O)(=O)N3CCOCC3)cc2)n1
    104	102	-3	93	96	102	0.2	103
43) CCNC(=O)N(CC)C[C@H]1N[C@@](C)(C(=O)OC)[C@H]2C(=O)N(Cc3ccccc3)C(=O)[C@@H]12
    96	97	-1	99	97	96	-0.1	102
44) CN(C(=O)COC(=O)C1CSC2(C)CCC(=O)N12)c1ccccc1 (configuration not stated)
    82	82	0	74	85	89	0.1	99
45) CCOC(=O)CN1CC23C=CC(O2)C(C(=O)NCc2ccccc2OC)C3C1=O (configuration not stated)
    105	101	0	109	109	101	0.0	87
46) COC(=O)c1ccc2c(=O)n(NC(C)=O)c(=S)[nH]c2c1
    102	102	0	98	99	100	0.2	99
47) N#CC1=C(N)N(c2ccccc2)C2=C(C(=O)CCC2)C1c1ccsc1 (configuration not stated)
    101	101	13	105	103	102	-0.1	94
48) O=C(CN1CCN(Cc2ccccc2)CC1)N/N=C/C=C/c1ccccc1[N+](=O)[O-]
    100	107	1	104	108	103	0.0	91
49) CCC(C)NC(=O)C1CCN(c2nc(C)cc(C)n2)CC1 (configuration not stated)
    97	99	-1	95	99	100	0.1	103
50) O=C(c1ccco1)N1CCN(S(=O)(=O)c2c(Cl)cccc2Cl)CC1
    103	103	-1	100	101	89	0.0	105
51) CN(C(=O)c1ccccc1C(=O)OCC(=O)NCc1ccccc1)C1CCCCC1
    100	101	3	99	101	92	0.1	109
52) Cc1ccc(CNC(=O)Cn2c(=O)c3sccc3n(Cc3cccc([N+](=O)[O-])c3)c2=O)cc1
    103	104	-3	101	105	93	0.6	105
